Assay outcomes (PubChem)
Growth percent in the NCI-60 one-dose screen (48 h, 10 µM unless noted): 100 = growth as untreated, 0 = no growth, -100 = all killed.
HT29: HT29 colon cancer; 7.4% of 81,000 active
KM12: KM12 colon cancer cells. AID 1794800. 5% of 82,000 active
HCC-2998: HCC-2998 colon cancer; 4.7% of 79,000 active; AID 1794799
NCI-H322M: NCI-H322M lung cancer; 2.7% of 80,000 active
HCT-116: HCT-116 colon cancer | 7.3% of 82,000 active | AID 1794798
SW-620: SW-620 colon cancer; 5.2% of 82,000 active
HCT-15: HCT-15 colon cancer | 5.2% of 82,000 active
SNB-75: SNB-75 CNS cancer. 5% of 79,000 active
COLO 205: COLO 205 colon cancer; AID 1794742; 7.3% of 79,000 active
* = called active by the depositor; . = not tested or not shown; & = joins results of further samples. Rule for the calls: active = growth percent below 10; inactive = the rest.

item	molecule	HCT-116	HCC-2998	SNB-75	HT29	KM12
1	COc1ccccc1-n1cc(C#N)c(N)c1C(=O)c1ccc(Br)cc1	59	71	75	45	39
2	CCCC(C)N (configuration not stated)	110	116	86	126	113
3	Cc1ccc(C(=O)N/N=C/c2cccc(Oc3ccccc3)c2)cn1	33	55	66	20	23
4	O=C1c2cccc3c(-c4ccc(-c5nc6c7ccccc7c7ccccc7c6[nH]5)cc4)ccc(c23)C(=O)N1CCN1CCOCC1	104	97	102	94	107
5	CCOC(=O)c1nn(C2CCCCO2)c2ccc(NC(=O)CSc3nnc(N)s3)cc12 (configuration not stated)	95	109	76	110	102
6	CC(=O)O[C@H]1CO[C@H]2[C@@H]1OC[C@@H]2Oc1ccc(Nc2ncnc3ccsc23)cc1	93	111	88	103	107
7	COc1cc2cc(NCc3ccc(OC(F)F)cc3)nc(C)c2cc1OC	37	78	88	26	83
8	O=C(Nc1cc(F)cc(F)c1)c1nc(-c2ccccc2)n(-c2cccc3ccccc23)n1	51	102	66	75	79
9	COC(=O)c1ccc2cn[nH]c2c1	95	100	123	102	93
10	O=C(CSc1nc(-c2ccccc2)cn1-c1ccc(Cl)cc1)c1ccc(-c2ccccc2)cc1	84	106	.	80	93
11	CCOC(=O)Nc1ccc2c(ccn2C(=O)c2cccc(F)c2)c1	26	44	13	1.1*	25
12	CCCCNC(=O)NOC1OC(CO)C(O)C(O)C1O (configuration not stated)	100	.	93	101	102
13	O=C1NC(=Nc2ccc(O)cc2)S/C1=C\c1cccc(Cl)c1	24	84	71	109	22
14	NS(=O)(=O)c1ccc(N=C2NC(=O)/C(=C/c3coc4ccccc4c3=O)S2)cc1	108	101	78	90	101
15	COc1cccc2c(=O)c3c(sc12)c(NCCN(C)C)nc1ccccc13	11	12	-5.5*	3.2*	-77*

item	COLO 205	HCT-15	NCI-H322M	SW-620
1	77	35	97	39
2	103	101	104	100
3	65	38	82	29
4	103	102	96	112
5	113	109	95	102
6	106	106	96	99
7	66	60	53	48
8	84	72	57	76
9	110	110	100	101
10	103	88	105	96
11	-3.5*	29	62	26
12	102	106	102	106
13	102	30	84	31
14	110	104	90	104
15	.	17	26	-69*

(next part)
item	molecule	HCT-116	HCC-2998	SNB-75	HT29	KM12
16	COc1cc(-c2cc(-c3ccco3)c(C#N)c(N3CCOCC3)n2)cc(OC)c1OC	64	103	75	52	82
17	COc1ccc2c(c1)/C(=C1/S/C(=N/c3nnc(C)s3)NC1=O)C(=O)N2Cc1ccc(Br)cc1	20	46	46	35	28
18	CC1(O)CC2CC1C(C(=O)O)C2C(=O)O (configuration not stated)	107&107	106&102	87&99	105&100	95&97
19	COC(=O)c1nc(-c2ccc(C)cc2)oc1N1CCNCC1	96	95	94	104	99
20	O=C(CSc1nnc(-c2ccc3nc(-c4ccc(Cl)cc4)[nH]c3c2)o1)Nc1ccc(C(=O)/C=C/c2ccc(Cl)cc2)cc1	78	116	91	100	99
21	CCN(CC)c1ccc(NC2=C(Cl)C(=O)c3nc(C)ccc3C2=O)cc1	-64*	9.8*	126	104	101
22	NS(=O)(=O)c1ccc(NC(=O)Nc2nc3ccccc3s2)cc1	96	100	88	100	102
23	CC(C)[C@@H](C)/C=C/[C@@H](C)[C@H]1CC[C@H]2C3=C[C@@H](O)[C@@]4(O)C[C@@H](O)CC[C@]4(C)[C@@]3(O)CC[C@]12C	84	106	90	83	107
24	CC1=CC2=NCC(C)C(=O)N2C=C1 (configuration not stated)	100	99	91	100	105
25	C=C(c1ccc(C(=O)O)c(F)c1)c1cc2c(cc1C)C(C)(C)C=CC2(C)C	85	112	90	81	67
26	COCc1nc(NS(=O)(=O)c2ccc(N)cc2)nc(C)c1Br	94	97	89	89	107
27	COc1cc(/C=C2\NC(=O)NC2=O)ccc1O	104	120	116	100	111
28	CN(O)C1=c2ccccc2=NC1=O	100	99	94	101	102
29	C=C(C)[C@@H]1CCC[C@]2(COS(=O)(=O)c3ccc(C)cc3)CC[C@]3(C)[C@@H](CC[C@@H]4[C@@]5(C)CCCNC(C)(C)[C@@H]5CC[C@]43C)[C@@H]12	-83*	-76*	82	-51*	-25*
30	N#Cc1nnn(-c2ccc(S(N)(=O)=O)cc2)c1NS(=O)(=O)c1ccccc1	98	102	90	95	102

item	COLO 205	HCT-15	NCI-H322M	SW-620
16	99	69	96	87
17	.	27	35	45
18	108&110	104&101	99	106&109
19	97	112	94	103
20	118	90	95	103
21	101	-53*	109	-29*
22	109	97	96	97
23	98	95	102	109
24	107	110	117	100
25	107	79	91	110
26	108	98	99	103
27	109	109	107	123
28	102	102	98	99
29	-86*	-61*	40	-69*
30	106	100	98	99

Further records.
item	molecule	HCT-116	HCC-2998	SNB-75	HT29	KM12
31	NC(N)=NCCCC(NC(=O)c1ccccc1)C(=O)O (configuration not stated)	99	91	82	96	103
32	C=C1CCC2C3(C)COC(c4cccc(Cl)c4)OC3CCC2(C)C1/C=C/C1=CCOC1=O (configuration not stated)	29	40	86	57	74
33	Cc1ccc(NCCN(C)CC(C)O)c2c(=O)c3ccccc3sc12 (configuration not stated)	19	15	57	7.1*	45
34	COc1cc(C(=O)/C=C/c2c(Cl)nc3sccn23)cc(OC)c1OC	52	104	71	67	57
35	CCCCCCCCCCCC(=O)OCc1ccccc1	108	100	108	104	105
36	O=C1OC(=O)C2C3CCC(C3)C12 (configuration not stated)	104	118	90	113	111
37	Nc1ccc(NC(=O)c2ccccc2)c2c1C(=O)c1ccccc1C2=O	101	.	76	104	96
38	Cc1c2c(cn1Cc1ccccc1)CCc1cn(C)nc1-2	74	98	96	98	100
39	CCOC(=O)Cc1ccc(C)cc1	100	100	.	106	98
40	CCOC(=O)c1c[nH]c2c(Cl)c3c(cc2c1=O)[N+](=O)N=N3	102	102	83	111	96
41	COc1cc(-c2nc(-c3ccccc3)[nH]c2-c2ccnc(NCCCNS(=O)(=O)c3cccc4ccccc34)n2)ccc1F	93	146	98	87	86
42	c1ccc2sc(Cc3nn[nH]n3)nc2c1	106	100	76	105	81
43	N#CCCCCCn1c2ccccc2c2c3c(c4c5ccccc5[nH]c4c21)C(=O)N(O)C3=O	-33*	1.4*	29	4.0*	4.2*
44	CC(C(O)c1cccc2ccccc12)N(C)C (configuration not stated)	98	110	82	107	103
45	c1cncc(-c2ccc(C3CC3)s2)c1	106	106	88	99	99

item	COLO 205	HCT-15	NCI-H322M	SW-620
31	119	101	95	100
32	106	59	90	78
33	-43*	33	.	24
34	104	59	77	66
35	109	96	106	106
36	102	99	115	104
37	109	99	99	98
38	.	95	107	109
39	110	93	.	98
40	107	99	88	105
41	101	76	104	110
42	93	101	96	104
43	27	16	20	13
44	104	104	107	96
45	111	97	95	95

14 structures out of the list, arranged by number of heavy atoms, lowest first.
item	molecule	HCT-116	HCC-2998	SNB-75	HT29	KM12
36	O=C1OC(=O)C2C3CCC(C3)C12 (configuration not stated)	104	118	90	113	111
39	CCOC(=O)Cc1ccc(C)cc1	100	100	.	106	98
45	c1cncc(-c2ccc(C3CC3)s2)c1	106	106	88	99	99
42	c1ccc2sc(Cc3nn[nH]n3)nc2c1	106	100	76	105	81
44	CC(C(O)c1cccc2ccccc12)N(C)C (configuration not stated)	98	110	82	107	103
31	NC(N)=NCCCC(NC(=O)c1ccccc1)C(=O)O (configuration not stated)	99	91	82	96	103
40	CCOC(=O)c1c[nH]c2c(Cl)c3c(cc2c1=O)[N+](=O)N=N3	102	102	83	111	96
34	COc1cc(C(=O)/C=C/c2c(Cl)nc3sccn23)cc(OC)c1OC	52	104	71	67	57
37	Nc1ccc(NC(=O)c2ccccc2)c2c1C(=O)c1ccccc1C2=O	101	.	76	104	96
30	N#Cc1nnn(-c2ccc(S(N)(=O)=O)cc2)c1NS(=O)(=O)c1ccccc1	98	102	90	95	102
32	C=C1CCC2C3(C)COC(c4cccc(Cl)c4)OC3CCC2(C)C1/C=C/C1=CCOC1=O (configuration not stated)	29	40	86	57	74
43	N#CCCCCCn1c2ccccc2c2c3c(c4c5ccccc5[nH]c4c21)C(=O)N(O)C3=O	-33*	1.4*	29	4.0*	4.2*
29	C=C(C)[C@@H]1CCC[C@]2(COS(=O)(=O)c3ccc(C)cc3)CC[C@]3(C)[C@@H](CC[C@@H]4[C@@]5(C)CCCNC(C)(C)[C@@H]5CC[C@]43C)[C@@H]12	-83*	-76*	82	-51*	-25*
41	COc1cc(-c2nc(-c3ccccc3)[nH]c2-c2ccnc(NCCCNS(=O)(=O)c3cccc4ccccc34)n2)ccc1F	93	146	98	87	86

item	COLO 205	HCT-15	NCI-H322M	SW-620
36	102	99	115	104
39	110	93	.	98
45	111	97	95	95
42	93	101	96	104
44	104	104	107	96
31	119	101	95	100
40	107	99	88	105
34	104	59	77	66
37	109	99	99	98
30	106	100	98	99
32	106	59	90	78
43	27	16	20	13
29	-86*	-61*	40	-69*
41	101	76	104	110

More compounds.
item	molecule	HCT-116	HCC-2998	SNB-75	HT29	KM12
46	Oc1nc(NCc2ccccc2)sc1/C=C1\C=Nc2ncccc21	24	102	37	58	55
47	Fc1ccc(Nc2n[nH]c(Cc3ccccc3)n2)cc1	103	99	84	102	102
48	Cc1ccc(Nc2nc(N)nc3c2CCc2occc2-3)cc1C	75	101	114	63	.
49	COc1cc(C)ccc1Oc1nc(Nc2ccc(N3CCOCC3)cc2)ncc1NC(=O)Nc1c(Cl)cccc1Cl	76	105	87	115	96
50	COC(=O)/C(CCC=C(C)C)=C1\[C@@H](OC(C)=O)C[C@@]2(C)[C@H]1C[C@@H](O)[C@H]1[C@@]3(C)CC[C@H](NCCCNCCCCNCCCN)[C@@H](C)[C@@H]3CC[C@@]12C	47	52	93	31	22
51	COc1cc2c(cc1OC)C1=NN(C(=O)Nc3c(C)cccc3C)C(c3ccccc3Cl)C1C2 (configuration not stated)	100	102	113	96	105
52	Cc1cc2c(cc1C)C(=O)CCC2	105	101	68	102	100
53	CCC1OC(=O)[C@H](C)C(=O)[C@H](C)[C@@H](OC2O[C@H](C)C[C@H](N(C)C)[C@H]2O)[C@](C)(OC)C[C@@H](C)C(=O)[C@H](C)[C@H]2N(CCCCn3cnc(-c4cccnc4)c3)C(=O)O[C@@]12C (some centres not stated)	101	103	83	101	116

item	COLO 205	HCT-15	NCI-H322M	SW-620
46	34	67	62	45
47	107	104	89	108
48	119	81	98	108
49	103	100	103	96
50	22	77	68	56
51	113	96	102	108
52	149	98	89	107
53	105	105	107	100

Copied from the entries so far for reference:
item	molecule	HCT-116	HCC-2998	SNB-75	HT29	KM12
52	Cc1cc2c(cc1C)C(=O)CCC2	105	101	68	102	100
53	CCC1OC(=O)[C@H](C)C(=O)[C@H](C)[C@@H](OC2O[C@H](C)C[C@H](N(C)C)[C@H]2O)[C@](C)(OC)C[C@@H](C)C(=O)[C@H](C)[C@H]2N(CCCCn3cnc(-c4cccnc4)c3)C(=O)O[C@@]12C (some centres not stated)	101	103	83	101	116

item	COLO 205	HCT-15	NCI-H322M	SW-620
52	149	98	89	107
53	105	105	107	100
